Compound activity deposited in PubChem BioAssay by National Center for Advancing Translational Sciences (NCATS).
JMJD2A Tudor inh – blocks the human JMJD2A Tudor domain. AID 504339. AlphaScreen JMJD2A-Tudor / H3K4me3 peptide binding. O75164. Potency, µM (highest dose often 114 µM), inactives show at the top dose activity change, negative = inhibition, actives largely listed as inhibitors. 390,000 tested, 4.4% active; further: on the % scale 0 is the no-effect control and ±100 the full control effect; nearly all actives have a fitted effect of over 50% in size
GLS inhibitor – blocks human kidney-isoform glutaminase activity. O94925. GLS enzymatic activity, qHTS titration. Potency, µM (series often up to 45.5 µM), inactives show top-dose activity change, negative = inhibition, usual class: inhibitors. 410,000 tested, 0.21% active; further: on the % scale 0 is the no-effect control and ±100 the full control effect
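Assay buffer: 45 mM KH2PO4 pH 8.2, 0.02% Tween-20. hKGA acts on L-glutamine (1 mM solution added); product glutamate is reported by an oxidase/peroxidase Amplex Red coupling, with fluorescence taken at baseline and 30 min.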
12-LOX inh – inhibitors of human 12S-lipoxygenase ALOX12; AID 1671190; purified 12hLO, xylenol orange hydroperoxide absorbance; Potency, µM (top dose mostly 108 µM), without a hit: at the top dose activity change, negative = inhibition, most hits filed as inhibitors; 580,000 tested, 1.1% active; further: on the % scale 0 is the no-effect control and ±100 the full control effect
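Hydroperoxide product was detected by ferrous iron/xylenol orange as the 573 to 405 nm absorbance ratio. Arachidonic acid at 40 uM (final) was turned over for 30 min at room temperature by 150 nM human 12hLO, pH 7.0 Hepes buffer, after 15 min compound preincubation.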
ERG Ets-DNA blk – inhibitors of human ERG Ets domain-DNA interaction; P11308; fluorescence polarization, His-ERG Ets domain / labelled DNA; Potency, µM (top dose mostly 76.9 µM), for the others: at the highest dose FP activity, negative = inhibition, usual class: inhibitors; 370,000 tested, 0.028% active; AID 624246; active means well fitted inhibition curve with a large enough effect in the polarisation, with a control signal flat; inconclusive means small, poorly fitted or top-dose-only effect, or effect the other way, or a change in a side signal; inactive means no such curve, though single readings can be large or run the other way; the % refers to the polarisation;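 further: polarization taken with two DNA probes labelled with fluorescein and Texas red; % of control where 0% means no effect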
Target sequence (P11308 whole entry, looked up, the tested form may be a part): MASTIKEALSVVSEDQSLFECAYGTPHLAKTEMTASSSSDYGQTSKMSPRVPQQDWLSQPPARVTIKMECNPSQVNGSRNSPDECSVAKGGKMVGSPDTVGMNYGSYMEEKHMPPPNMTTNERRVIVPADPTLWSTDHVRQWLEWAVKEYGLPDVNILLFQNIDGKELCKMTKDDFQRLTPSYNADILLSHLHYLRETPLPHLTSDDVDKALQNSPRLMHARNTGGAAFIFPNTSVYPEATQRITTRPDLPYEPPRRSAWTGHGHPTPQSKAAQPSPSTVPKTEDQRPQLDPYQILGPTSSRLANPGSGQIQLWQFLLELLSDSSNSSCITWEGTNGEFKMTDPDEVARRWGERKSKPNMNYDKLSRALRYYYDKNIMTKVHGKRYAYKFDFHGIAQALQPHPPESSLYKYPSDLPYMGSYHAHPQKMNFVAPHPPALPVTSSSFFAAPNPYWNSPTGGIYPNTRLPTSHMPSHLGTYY
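His-tagged ERG Ets domain (1 uM in the protein solution; 300mM KCl, 50mM Tris-HCl, 1mM EDTA, 1mM DTT, pH 7.5) received compound, then a probe mix of 5 nM fluorescein-DNA and 100nM Texas-615-DNA. Fluorescence polarization was read for both dyes.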
HP1b binding inh – HP1-beta chromodomain-methylated histone interaction inhibition | 390,000 tested, 0.56% active | P83916 | AlphaScreen HP1-beta / biotin-H3K9me3 peptide binding | Potency, µM (titrated, usually from 114 µM), for the others: top-dose activity change, negative = inhibition, usual class: inhibitors; further: nearly all actives have a fitted effect of over 70% in size; inactives centre near 23
Target sequence (P83916 whole entry, looked up): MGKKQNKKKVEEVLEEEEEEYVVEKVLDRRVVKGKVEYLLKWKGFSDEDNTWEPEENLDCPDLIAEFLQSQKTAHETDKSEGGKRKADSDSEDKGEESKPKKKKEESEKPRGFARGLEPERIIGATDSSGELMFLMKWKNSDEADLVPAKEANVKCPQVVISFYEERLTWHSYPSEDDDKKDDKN
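AlphaScreen: HP1-beta (50 nM) preformed 30 min with biotin-H3(1-18)K9me3 peptide (50 nM) in PBS pH 7.4, 0.01% Tween-20. Compound added for 30 min at RT, then streptavidin donor/nickel chelate acceptor beads (10 ug/mL) for 30 min.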
Pin1 inhibitor – human Pin1 inhibition | Pin1 FP peptide displacement, HiFluor488, 10 min | 390,000 tested, 0.009% active | Q13526 | AID 504891 | Potency, µM (highest dose often 115 µM), without a hit: at the top dose activity, negative = inhibition, actives largely listed as inhibitors; active means well fitted inhibition curve with a large enough effect in the polarisation, with a control signal flat, not every such curve was filed as active; inconclusive means small, poorly fitted or top-dose-only effect, or effect the other way, or a change in a side signal; inactive means no such curve, though single readings can be large or run the other way; the % refers to the polarisation; further: on the % scale 0 is the no-effect control and ±100 the full control effect
Target sequence (Q13526 whole entry, looked up): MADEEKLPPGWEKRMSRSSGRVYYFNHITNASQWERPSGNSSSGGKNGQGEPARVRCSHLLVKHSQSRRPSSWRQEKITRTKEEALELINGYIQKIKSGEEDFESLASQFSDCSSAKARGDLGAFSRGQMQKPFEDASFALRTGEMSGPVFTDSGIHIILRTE
RGS4 inh – blocks human RGS4-accelerated GTP hydrolysis | P49798 | Transcreener GDP fluorescence polarization, RGS4-accelerated GTP hydrolysis | Potency, µM (top dose mostly 114 µM), for the others: at the top dose activity change, negative = inhibition, actives largely listed as inhibitors | 390,000 tested, 0.039% active; further: on the % scale 0 is the no-effect control and ±100 the full control effect; nearly all actives have a fitted effect of over 75% in size; some results filed as inactive show a strong effect at the top dose
Target sequence (P49798 whole entry, looked up): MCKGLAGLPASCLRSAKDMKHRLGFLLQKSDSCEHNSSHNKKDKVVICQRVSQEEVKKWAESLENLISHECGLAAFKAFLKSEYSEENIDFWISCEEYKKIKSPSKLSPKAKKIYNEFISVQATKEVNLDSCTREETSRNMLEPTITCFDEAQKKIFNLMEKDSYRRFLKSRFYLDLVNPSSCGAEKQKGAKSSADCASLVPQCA
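MLSMR compounds (23 nl, pin-transferred) preincubated 10 min at room temperature with a 500nM (2x) first reagent, then RGS4 at 900nM (2x) plus Transcreener GDP mix added; fluorescence polarization (620/688 nm) read before and after 90 min at 30 °C.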
Tb PGK inh – T. brucei PGK inhibition | P07378 | PGK/GAPDH coupled, Kinase-Glo luminescence, 60 min | Potency, µM (titrated, usually from 57.5 µM), without a hit: at the top dose activity change, negative = inhibition, actives largely listed as inhibitors | 380,000 tested, 0.043% active | AID 602233; further: on the % scale 0 is the no-effect control and ±100 the full control effect; nearly all actives have a fitted effect of over 60% in size
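Recombinant glycosomal PGK reaction used 1,3-bisphosphoglycerate generated in-well by GAPDH (100nM final) in 100mM TEA pH 7.6, 5mM MgCl2, 0.01% Tween-20. After 60 minutes at room temperature, ATP was read by Kinase-Glo Plus luminescence end-point.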
rTrxR1 inhibitor – blocks rat thioredoxin reductase 1; O89049; recombinant rTrxR1, NADPH fluorescence consumption, selenite substrate; Potency, µM (doses to about 114 µM), for the others: top-dose activity change, negative = inhibition, most hits filed as inhibitors; 390,000 tested, 1% active; further: on the % scale 0 is the no-effect control and ±100 the full control effect; nearly all actives have a fitted effect of over 65% in size
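Rat TrxR1 (90 nM in the dispensed reagent) was pre-reduced with 400 uM NADPH for 5 min at room temperature, then incubated with compound for 15 min. After 400 uM selenite was added, NADPH fluorescence (Ex 340/Em 450 nm) was followed for 8 min.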
* hit, by the source's call; i = inactive; ? = inconclusive; nt = no result given; [ ] = dose if it differs, or a comment. Unless noted, the call rests on the fitted dose curve; in most records, active means well fitted curve in the direction sought with a large enough effect; inconclusive means small, poorly fitted or top-dose-only effect, or another doubt; inactive means no such curve, though single readings can be large; an effect the other way counts as inactive or inconclusive. Potency means the concentration at half of the fitted maximal effect.

JMJD2A Tudor inh	ERG Ets-DNA blk	RGS4 inh	GLS inhibitor	Tb PGK inh	HP1b binding inh	12-LOX inh	Pin1 inhibitor	rTrxR1 inhibitor	compound
-17%[57.1 µM]	2%	-7%[56.9 µM]	8%	-1%	6%	-14%	7%	-5%	CSc1nc(Oc2ccc(=O)n(C)n2)nc(N(C)C)n1
-4%	-4%	0%	-6%	-5%	31%	392%[activator]	-2%	5%[57.1 µM]	O=C(Nc1ccccc1Cl)c1ccc2c(c1)N(Cc1ccc(F)cc1)C(=O)CS2=O (stereo unspecified)
0%	-10%	7%	-4%	-8%	41%[activator]	-5%	2%	21%	CCC(O)(c1ccc(OC)cc1)C(CN1CCOCC1)c1ccccc1 (stereo unspecified)
-22%	-4%	10%	12%	1%	23%	1%	-1%	10%	COC(=O)Nc1nc2c(s1)CCCC2
4%	-4%	2%	12%	0%	46%[activator]	23%	-3%	13%[57.1 µM]	CC1=C(C)CC(C(=O)NNC(=O)c2ccccc2O)C(C(=O)O)C1 (stereo unspecified)
-18%	5%	20%	-10%	5%	17%	35µM*	-1%	4%	Cc1cccc(NC(=S)NC(=O)c2ccc(-c3ccccc3)cc2)n1
-3%	1%	-12%	2%	8%	44%[activator]	-8%	-1%	1%	O=C1Nc2ccccc2N(O)N1c1cc(-c2ccccc2)[nH]n1
-8%	7%	26%	7%	-2%	-5%	-2%	-17%	4%[57.1 µM]	CC(=O)Nc1ccc(Nc2cc(N3CCOCC3)c3nonc3c2[N+](=O)[O-])cc1
-8%	0%	-2%	-6%	5%	39%[activator]	?	-1%	-6%	c1ccc2c(c1)nc(NCCN1CCOCC1)c1nncn12
-14%	-14%	2%	2%	-8%	23%	0%	1%	23%[57.1 µM]	Cn1c(=O)[nH]c(=O)c2c1nc(N1CCOCC1)n2CCN1CCOCC1
?	-1%	-15%	-3%	i	26%	5%	-3%	14%	Cc1ccc(NC(=O)CSc2nnc(-c3ccccn3)n2N)c(Br)c1
-20%	6%	23%	21%	-9%	-19%	-8%	8%	25%	CCCCN(CCCC)CC(O)CN(c1cc([N+](=O)[O-])ccc1OC)S(=O)(=O)c1ccccc1 (stereo unspecified)
-9%	5%	19%	15%	3%	4%	-49%	-1%	7%	NC(=O)c1ccccc1NC(=O)COc1ccc2c(c1)OCO2
-6%	-1%	-19%	13µM*	2%	-3%	167%[activator]	21%	6%	Cc1ccc(CNC(=O)c2ccc3c(c2)NC(=O)C(CS(=O)(=O)Cc2ccc(F)cc2)N3)cc1 (stereo unspecified)
-19%	-27%	-32%	-7%	-8%	58%[activator]	0%	-3%	16%[11.4 µM]	COc1ccc(Cl)cc1C=CC=NNC(=O)c1ccncc1

The final 2 compounds of the section above lead into the next.
JMJD2A Tudor inh	ERG Ets-DNA blk	RGS4 inh	GLS inhibitor	Tb PGK inh	HP1b binding inh	12-LOX inh	Pin1 inhibitor	rTrxR1 inhibitor	compound
-6%	-1%	-19%	13µM*	2%	-3%	167%[activator]	21%	6%	Cc1ccc(CNC(=O)c2ccc3c(c2)NC(=O)C(CS(=O)(=O)Cc2ccc(F)cc2)N3)cc1 (stereo unspecified)
-19%	-27%	-32%	-7%	-8%	58%[activator]	0%	-3%	16%[11.4 µM]	COc1ccc(Cl)cc1C=CC=NNC(=O)c1ccncc1
4%	-1%	43%	12%	7%	38%	-24%	7%	24%[57.1 µM]	O=S(=O)(c1ccc(F)cc1)n1ccc(-c2cccc(OCc3ccc(Cl)cc3Cl)c2)n1
-15%	2%	15%	14%	-1%	3%	9%	2%	-2%	COc1ccc(C(C(=O)NCC2CCCO2)N(Cc2ccc(F)cc2)C(=O)CNC(=O)c2ccco2)cc1OC (stereo unspecified)
79µM*	4%	-2%	-23%	-8%	-5%	0%	-3%	50%[activator]	COC(=O)C1C(O)=C(C(C)=Nc2cccc3ccccc23)C(=O)CC1(C)C (stereo unspecified)
-11%	-2%	12%	3%	5%	34%	1%	-2%	15%	COc1ccccc1CNC(=O)c1ccc(C)s1
-6%	-4%	-13%	0%	i	37%	-11%	5%	15%	CC1CN(S(=O)(=O)Cc2ccccc2)CC(C)O1 (stereo unspecified)
-13%	3%	0%	12%	-5%	-9%	-13%	-1%	12%[11.4 µM]	C=CCN(CC=C)C(=S)NC(=O)c1ccc([N+](=O)[O-])cc1
?	12%	?	24%	-7%	?	-3%	-5%	18%[57.1 µM]	O=C(/C=C/c1cccs1)NC1CCS(=O)(=O)C1 (stereo unspecified)
6%	-2%	-16%	-1%	-2%	38%	-20%	?	11%	Cc1cc(C)n(-c2nc3cc(Cl)c(Cl)cc3nc2Nc2ccc(F)cc2C)n1
-5%	-8%	15%	5%	-6%	19%	110%[activator]	0%	-2%	CCc1cc2c(=O)n(-c3ccccc3)c(SCC(N)=O)nc2s1
3%	-9%	16%	3%	-1%	29%	-18%	1%	10%	CC(C)CN(C(=O)COC(=O)c1ccc(C#N)cc1)C1CCS(=O)(=O)C1 (stereo unspecified)
45µM*	1%	-13%	0%	-2%	45µM*	?	-8%	?	C/C=C/c1cc(CN2CCN(c3ccc(OC)cc3)CC2)c(O)c(OC)c1
-21%	4%	5%	18%	i	9%	12%	1%	17%[57.1 µM]	COc1cc(C(=O)N2CCN(c3ncnc4sc(C)c(C)c34)CC2)cc(OC)c1OC
-17%	7%	23%	31%	-2%	-11%	-13%	-3%	16%	Cc1nnsc1C(=O)NNC(=O)c1cccc2ccccc12
?	0%	-3%	-16%	-8%	?	?	1%	-29%	CC1(C)OC2C(CO)OC(n3cnc4c(=S)nc[nH]c43)C2O1 (stereo unspecified)
-7%	-16%	-11%	-4%	i	33%	-10%	4%	25%[57.1 µM]	O=C(CCCN1C(=O)c2ccccc2C1=O)Nc1ccc2c(c1)OCCO2
7%	-3%	-2%	0%	1%	23%	-10%	?	?	Cc1ccc(-n2nc(C)c(NC(=O)CCl)c2C)cc1C
-13%	-9%	-22%	2%	2%	21%	1%	2%	2%[57.1 µM]	Cc1ccc(-n2nc(C(=O)NCc3ccc(C)o3)c3c4ccccc4n(C)c3c2=O)cc1
-6%	-7%	0%	4%	i	35%	-15%	-1%	-1%[57.1 µM]	COc1ccc(Cn2c(=O)n(-c3ccc(OC)cc3)c(=O)c3c2c2cc(OC)ccc2n3C)cc1
-16%	2%	-17%	-10%	14%	11%	?	-7%	-2%[57.1 µM]	Cc1ccc(NC(=S)Nc2ccc(F)cc2)c(C)c1
21%	-8%	24%	2%	-4%	26%	-1%	-3%	1%	COc1cccc2cc(C(C)OC(=O)Nc3ccc(C)cc3)oc12 (stereo unspecified)
-35%	3%	18%	-11%	7%	11%	0%	2%	-4%	O=[N+]([O-])c1ccc(Cl)cc1N1CCOCC1
-1%	-2%	15%	17%	7%	23%	-30%	5%	-8%	Cc1cc(C)cc(NC(=S)NCCCO)c1
-32%	-4%	1%	-2%	-6%	-7%	-15%	-3%	1%[57.1 µM]	O=C(CCN1C(=O)c2ccccc2C1=O)CN1CCOCC1
-10%	-3%	-5%	55%[activator]	-7%	39%[activator]	487%[activator]	1%	0%	Cc1cc2c(cc1S(=O)(=O)Nc1cccc(C)c1C)n(C)c(=O)c(=O)n2C
-25%	-2%	-4%	0%	-7%	40%[activator]	7%	-2%	22%	CC1=NN(C(=O)c2ccccc2C)C(O)(c2ccc(Cl)cc2)C1 (stereo unspecified)
-11%	-5%	11%	12%	5%	33%	-29%	3%	19%	Cc1noc(C)c1C(=O)Nc1ccc(S(=O)(=O)N2CCC(C)CC2)cc1
-27%	nt	16%	7%	nt	4%	-15%	1%	14%	CC1CCN(CC(=O)n2c3c(c4ccccc42)CCCC3)CC1
-18%	-11%	-10%	-6%	-7%	23%	-5%	-2%	18%	O=C(O)CC(CC(=O)O)c1ccsc1
-27%	-10%	29%	5%	8%	23%	6%	-2%	11%	CC(=O)NC(CCC(=O)O)C(=O)O (stereo unspecified)
-25%	3%	-47%	-8%	-7%	-6%	0%	4%	5%[57.1 µM]	Oc1cccc(/C=C/c2ccc3cccc(O)c3n2)c1
4%[11.4 µM]	-11%	-27%	0%	-4%	15%	-16%	2%	7%[57.1 µM]	CC(=O)Nc1ccc(S(=O)(=O)Nc2nccc(/C=C/c3ccccc3F)n2)cc1
-12%	-3%	1%	0%	-2%	7%	?	1%	5%[57.1 µM]	O=C(NCCN1CCCCC1)Nc1ccc([N+](=O)[O-])cc1
-14%	-6%	13%	4%	-1%	12%	0%	-2%	2%[57.1 µM]	Cn1c(=NC(=O)CSCC(=O)N2CCCCC2)sc2ccccc21
-14%	18%	-53%	17%	i	41%	-21%	-7%	3%	CC(C)OC(=O)CC1C(=O)NCCN1C(=S)NC(=O)c1ccc(F)cc1 (stereo unspecified)

These rows are one share of the data. The share of hits here may be higher or lower than overall.
